Screening data (PubChem)
GPR151 ag – activators of human GPR151, primary screen, cell-based, PathHunter beta-arrestin, luminescence; activation, % at 11.2 µM; 1% of 650,000 active; G-protein coupled receptor 151 (Homo sapiens), Q8TDV0; PathHunter beta-arrestin GPR151 cells; in the data active = activation above about 4.9%;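 also: 0% = median of compound wells and 100% = cells with positive control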
Target sequence (Q8TDV0 whole entry, looked up): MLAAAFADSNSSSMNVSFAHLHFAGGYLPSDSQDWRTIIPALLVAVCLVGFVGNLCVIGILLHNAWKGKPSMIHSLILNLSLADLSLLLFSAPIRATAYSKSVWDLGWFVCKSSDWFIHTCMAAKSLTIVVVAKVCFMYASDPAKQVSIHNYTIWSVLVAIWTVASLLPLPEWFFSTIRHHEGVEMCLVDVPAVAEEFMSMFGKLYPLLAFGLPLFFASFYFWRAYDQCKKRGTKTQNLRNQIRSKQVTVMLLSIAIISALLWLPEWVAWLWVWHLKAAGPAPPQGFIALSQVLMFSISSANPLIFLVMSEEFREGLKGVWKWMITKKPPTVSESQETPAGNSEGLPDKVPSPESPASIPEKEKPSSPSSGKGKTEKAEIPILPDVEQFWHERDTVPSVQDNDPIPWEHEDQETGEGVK
MITF inh – MITF inhibitors, primary screen, biochemical, AlphaScreen, human. Microphthalmia-associated transcription factor (Homo sapiens), O75030. 0.91% of 650,000 active. inhibition, % at 2.6 µM. AlphaScreen MITF homodimerization, bead proximity signal; in the data active = inhibition above about 50%;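 also: 0% = vehicle wells with protein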
Target sequence (O75030 whole entry, looked up): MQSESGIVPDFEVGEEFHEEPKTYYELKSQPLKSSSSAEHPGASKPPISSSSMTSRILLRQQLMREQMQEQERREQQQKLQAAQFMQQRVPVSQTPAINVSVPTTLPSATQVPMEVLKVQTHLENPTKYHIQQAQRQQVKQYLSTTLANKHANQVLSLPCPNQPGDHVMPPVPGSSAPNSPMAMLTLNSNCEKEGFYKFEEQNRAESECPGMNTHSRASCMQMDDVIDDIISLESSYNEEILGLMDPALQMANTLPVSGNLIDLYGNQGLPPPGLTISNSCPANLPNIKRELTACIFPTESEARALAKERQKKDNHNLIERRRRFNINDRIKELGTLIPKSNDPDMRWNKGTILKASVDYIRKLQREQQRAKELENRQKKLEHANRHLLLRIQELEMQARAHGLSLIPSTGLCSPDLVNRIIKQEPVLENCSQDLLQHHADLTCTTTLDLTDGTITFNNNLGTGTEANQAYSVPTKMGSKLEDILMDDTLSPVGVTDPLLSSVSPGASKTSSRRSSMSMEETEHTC
TEAD-YAP inh – TEAD-YAP interaction inhibition, primary screen, TEAD-YAP interaction inhibitor project, luminescence, HEK-TIYL cells | TEAD-Gal4/YAP UAS-luciferase luminescence | inhibition, % at 9.12 µM | 1.4% of 640,000 active | AID 1259422, 2018; in the data active = inhibition above about 32%;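 also: 0% = median of test compound wells and 100% = reference inhibitor wells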
FBW7 act – FBW7 E3 ligase activators, primary screen, biochemical, AlphaScreen, human. AlphaScreen FBW7–phospho-cyclin E peptide binding, activator screen. 0.13% of 650,000 active. F-box/WD repeat-containing protein 7 (Homo sapiens), Q969H0. normalized activity (activation), % at 26.1 µM; in the data active = normalized activity above about 1.9%;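 also: purified mutant Fbw7 with reduced substrate affinity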
Starred values were filed as active, the others as inactive; nt = not tested or not shown.

SMILES	GPR151 ag	MITF inh	TEAD-YAP inh	FBW7 act
COc1ccc(/C(C)=N/N=c2\sc3ccccc3n2C)c(O)c1	2.8	7	-11	-0.1
CCN(Cc1ccncc1)Cn1nc(-c2ccncc2)n(-c2ccccc2)c1=S	0.6	-4	-6	-0.2
Cc1[nH]c2ccccc2c1CCNC(=O)c1c(F)cccc1F	1.4	-5	4	0.1
Nc1cc(C(=O)OCC(=O)Nc2nc(-c3ccccc3Cl)cs2)ccc1Cl	-0.3	16	-27	0.2
CCOC(=O)C1CCCCN1S(=O)(=O)c1ccc2c(c1)CC(C)N2C(=O)C1CC1 (configuration not stated)	-0.6	-5	-6	-0.2
O=C(Cn1cc([N+](=O)[O-])ccc1=O)N1CCOCC1	0.4	3	0	0.1
COc1ccc(C(=O)N(CC#N)CC#N)cc1	0.5	8	-2	0.2
CCCCOc1ccc(C(=O)Oc2ccc(C(C)(C)C)cc2)cc1	1.6	7	13	0.3
CCCCOc1ccccc1N1C(=O)C2=C(SCCS2)C1=O	0.7	-3	8	0.2
CC(=O)c1cccc(NC(=O)c2ccc(N3C(=O)c4ccc(C(=O)Nc5cccc(C(C)=O)c5)cc4C3=O)cc2)c1	-0.8	-13	-2	-0.1
O=C(N/N=C/C=C/c1ccccc1)C(=O)N/N=C/C=C/c1ccccc1	-0.1	-15	5	-0.1
CCc1ccc(NC(=O)c2cc3nc(-c4ccc(C)cc4)cc(C(F)(F)F)n3n2)cc1	1.5	-6	18	0.0
O=C(NCc1ccccc1)c1ccc2c(c1)nc(SCc1ccc([N+](=O)[O-])cc1)n1c3ccccc3nc21	-0.5	14	16	0.1
COc1ccc(-c2nc(C(=O)NC3CCN(Cc4ccccc4)CC3)cs2)cn1	0.4	-2	-2	0.1
OC12CC(C3COC1O3)n1c(nc3ccccc31)CO2 (configuration not stated)	-1.2	7	-1	0.9
O=C(Nc1ccccc1F)c1ccc(N2CC3CC(C2)c2cccc(=O)n2C3)c(NC(=O)c2ccc(Br)o2)c1 (configuration not stated)	-1.3	4	8	-0.1
COc1ccc(-c2ccc(/C=C3/NC(=S)NC3=O)o2)cc1[N+](=O)[O-]	-0.7	9	-4	-0.2
CC(C)(C)c1ccc(/C=C2/NC(=O)N(Cc3ccc(Br)cc3)C2=O)cc1	0.9	-8	-6	0.3
CN(CCC#N)S(=O)(=O)c1ccc(F)c(C(=O)O)c1	1.0	6	0	-0.1
COc1ccc(NC(=O)CCC(=O)O)c(OC)c1	-0.3	5	4	-0.1
COc1ccc2cc(C(=O)Nc3ccccc3F)c(=N)oc2c1	-1.8	-7	-34	0.1
COc1ccc2nc(SCC(=O)Nc3cc(C)on3)c(C#N)cc2c1	-0.7	15	-14	0.3
CC(=O)Nc1cccc(OCC(=O)Nc2ccc(Cl)c(Cl)c2)c1	-0.3	-32	-52	-0.1
O=C(Cn1c(=O)c2ccccc2n(CC(=O)Nc2ccccc2)c1=O)NCc1ccco1	4.1	-4	-6	0.1
Cc1ccc(C)c(CN2CCc3nnc(CNC(=O)C4CCC(=O)N4)n3CC2)c1 (configuration not stated)	-0.2	17	1	0.1
CCN(CC)c1ccc2cc(C(=O)NC(C)=O)c(=Nc3ccc(OC(F)(F)F)cc3)oc2c1	-0.2	-9	-5	0.0
O=C(O)C1CCCN1c1nc(-c2ccccc2)nc2c1oc1ccccc12 (configuration not stated)	-1.1	16	-3	-0.1
Cc1sc(/N=C/c2c[nH]c3ccccc23)c(C#N)c1C	-1.5	14	11	-0.1
CC/C=C\C/C=C\C/C=C\C/C=C\C/C=C\C/C=C\CCC(=O)O	0.1	18	nt	nt
Cc1ccc(-c2cc(C(F)(F)F)n3ncc(C(=O)NCc4ccc5c(c4)OCO5)c3n2)cc1	-0.6	16	4	0.3
COc1ccc(CN2CCc3nnc(CNC(=O)Cc4ccccc4)n3CC2)c(OC)c1C	-0.1	-14	-5	-0.2
O=C(Nc1nc2ccc([N+](=O)[O-])cc2s1)C12CC3CC(CC(C3)C1)C2	-1.4	-6	-6	0.2
CCN(CC)S(=O)(=O)c1ccc(S(=O)(=O)Nc2cccc(C(F)(F)F)c2)cc1	-0.3	-1	-6	0.1
N#C/C(=C\c1c(Oc2ccc(Cl)cc2)nc2ccccn2c1=O)C(=O)NCc1ccco1	-6.5	14	-16	0.1
Cc1noc(C)c1S(=O)(=O)N1CCc2ccccc2C1	1.2	-12	-5	-0.3
CN1CCN(c2nc(Nc3cccc(O)c3)nc3ccccc23)CC1	-1.9	-1	-12	-0.3

Compound profiles, from the list above. Order of screens: GPR151 ag | MITF inh | TEAD-YAP inh | FBW7 act
Cc1ccc(-c2cc(C(F)(F)F)n3ncc(C(=O)NCc4ccc5c(c4)OCO5)c3n2)cc1 across the screens: -0.6 | 16 | 4 | 0.3
CN1CCN(c2nc(Nc3cccc(O)c3)nc3ccccc23)CC1 across the screens: -1.9 | -1 | -12 | -0.3
Cc1noc(C)c1S(=O)(=O)N1CCc2ccccc2C1 across the screens: 1.2 | -12 | -5 | -0.3
O=C(O)C1CCCN1c1nc(-c2ccccc2)nc2c1oc1ccccc12 (configuration not stated) across the screens: -1.1 | 16 | -3 | -0.1

Other compounds
SMILES	GPR151 ag	MITF inh	TEAD-YAP inh	FBW7 act
CC(=O)Nc1ccc(NC(=O)c2c(-c3c(Cl)cccc3Cl)noc2C)cc1	-1.1	3	6	-0.1
Cc1ccc(Cl)cc1NC(=O)c1ccc(N2CC3CC(C2)c2cccc(=O)n2C3)c(NC(=O)c2ccncc2)c1 (configuration not stated)	-0.5	7	6	0.0
CC(C)N(CCNc1nc(Nc2nc3ccccc3n2C)nc2nc[nH]c12)C(C)C	1.5	-4	-3	0.1
CCOC(=O)CSc1nnc(NC(=O)c2ccco2)s1	0.2	17	7	0.2
CC(C)CCNC(=O)CN(c1ccc(OCc2ccccc2)cc1)S(C)(=O)=O	-0.9	13	3	0.0
CCCN1CCC(N2CCC(C(=O)OCC)CC2)CC1	-0.6	23	9	-0.1
CN(CC(=O)Nc1ccc(F)cc1)C(=O)CN1C(=O)NC(CCc2ccccc2)C1=O (configuration not stated)	0.1	-8	3	-0.1
O=C(Nc1ccc(N2CCOCC2)cc1)c1csc(Nc2ccncn2)n1	1.4	33	-15	-0.1
Cc1c(CC(=O)N2CCCCC2)c(=O)oc2cc(O)c(Cl)cc12	-1.2	7	4	0.2
COc1cc(C2=N/C(=C\c3ccc(OC)c(OC)c3OC)C(=O)O2)cc(OC)c1OC	1.9	-9	0	-0.2
COc1cc(OCCOCc2ccccc2)ncn1	0.6	-4	4	-0.1
CCOC(=O)N1CCN(c2cc(-c3ccccn3)nc(-c3cccnc3)n2)CC1	0.3	9	17	0.1

An excerpt from above in order of number of heavy atoms, ascending.
SMILES	GPR151 ag	MITF inh	TEAD-YAP inh	FBW7 act
Cc1c(CC(=O)N2CCCCC2)c(=O)oc2cc(O)c(Cl)cc12	-1.2	7	4	0.2
CC(=O)Nc1ccc(NC(=O)c2c(-c3c(Cl)cccc3Cl)noc2C)cc1	-1.1	3	6	-0.1
CC(C)CCNC(=O)CN(c1ccc(OCc2ccccc2)cc1)S(C)(=O)=O	-0.9	13	3	0.0

Next results follow.
SMILES	GPR151 ag	MITF inh	TEAD-YAP inh	FBW7 act
Cc1cc(OCC(=O)Nc2nn3cnnc3s2)ccc1Cl	0.8	-3	1	-0.2
Cc1ccc(CN2CCc3c(nc(N4CC(C)OC(C)C4)[nH]c3=O)C2)o1 (configuration not stated)	0.2	5	-3	-0.1
CCCc1ccc(OCC(=O)NNC(=O)COc2cc(C)c(Cl)c(C)c2)cc1	0.3	-7	-2	-0.1
CN(C)/N=C/C=C1\CCC/C(=C\c2ccccc2)C1=O	-1.1	6	-13	-0.1
O=C(CCCN1C(=O)c2ccccc2C1=O)Nc1ccc(Nc2ccccc2)cc1	-1.4	-5	-18	-0.1
COCCCNC(=O)CC(NS(=O)(=O)c1ccc(Cl)cc1)c1ccc(OC)cc1 (configuration not stated)	-1.0	0	-7	-0.1
COCCN(Cc1cc2cccc(C)c2[nH]c1=O)C(=O)c1ccccc1	-0.7	4	0	-0.1
COc1cc(CO)cc(I)c1OCc1cccc(C)c1	0.8	3	7	-0.1
O=C(NCc1cccs1)c1cc(S(=O)(=O)N2CCCCC2)ccc1F	0.6	-3	-5	-0.1
COc1c(C)cc(C(C)(C)C)cc1C=O	0.0	3	-3	0.0
CCOC(=O)c1sc(NC(=O)c2cccc(OC)c2OC)c(C(=O)OCC)c1C	-1.0	21	7	0.6
Fc1ccc(C2Oc3ccccc3C3=C2C(c2ccc(F)cc2)n2ncnc2N3)cc1 (configuration not stated)	-1.2	1	3	0.1
COc1ccc(-c2ncn(-c3ccc(Nc4cc(-c5cnn(C)c5)c(Cl)cn4)cc3)n2)cn1	1.8	9	0	0.0
COC(=O)CCc1c(C)[nH]c(=S)[nH]c1=O	-1.2	8	14	0.6
CC1CC(C)CN(C(=O)c2ccc3c(=O)n(CCC4=CCCCC4)c(=S)[nH]c3c2)C1 (configuration not stated)	1.5	1	-9	0.0
CCC(C(=O)N1CCN(CC)CC1)n1sc2ccccc2c1=O (configuration not stated)	0.0	2	4	-0.1
CCOc1cccc(C(=O)Nc2cccc(-c3nc4ccccc4[nH]3)c2C)c1	-0.8	5	0	0.2
Cc1ccc(N(CC(=O)Nc2cccc(Cl)c2C)S(C)(=O)=O)cc1C	5.3*	-18	2	-0.1
COc1ccc(/C=C(/CS(=O)(=O)O)c2cc[n+](CCO)cc2)cc1	-1.5	-11	-2	-0.1
CCC(Sc1nc(=O)cc(N)n1-c1ccccc1)C(=O)O (configuration not stated)	-0.2	-15	2	-0.1
C=CCN1C(=O)/C(=C2/C(=O)N(C)c3c(C)cc([N+](=O)[O-])cc32)SC1=S	0.0	1	5	0.2
NC(=O)CSc1nc2ccccc2n1CC(=O)Nc1ccccc1-c1ccccc1	0.6	1	6	0.1
Cc1ccc(-n2c(=S)sc3c(=O)n(-c4ccccc4)c(SCc4cc(=O)n5cc(Cl)ccc5n4)nc32)cc1C	-1.1	5	-11	0.5
CC1CCCCN1C(=O)Cn1ncc2cccn2c1=O (configuration not stated)	-1.1	0	18	-0.2
CCOCCCn1c(=O)[nH]c(=O)c2c(N)c(C(=O)c3ccc(OC)c(OC)c3)sc21	1.3	-5	-21	-0.3
CC(C)c1ccccc1NC(=O)COC(=O)CSc1ccncc1	0.6	-2	-4	-0.1
CSCCC(NC(=O)c1ccoc1C)C(=O)O (configuration not stated)	-0.6	8	4	0.1
COc1ccc(C(=O)Nc2ccccc2N2CCOCC2)cc1[N+](=O)[O-]	-0.3	-2	5	-0.1
O=C(CCN1CCCCCC1)Nc1ccccc1F	-1.5	-2	8	-0.1
O=C(Nc1ccccc1F)c1ccc(Cl)cc1[N+](=O)[O-]	0.0	1	10	-0.3
CCCCN1C(=O)C(O)(CC(=O)c2ccc(C(C)C)cc2)c2ccccc21 (configuration not stated)	-0.2	5	0	0.0
CC(C)(C)OC(=O)NC1CCN(c2ncnc3nc[nH]c23)CC1	0.5	-4	0	0.0
CCOC(=O)c1c(N)sc2c1CCN(C(C)C)C2	-0.1	11	1	-0.2
COc1ccc(-c2nn(CCC#N)cc2/C=N/O)cc1OC	-1.2	12	-11	0.6
CCCOc1ccc(Cc2nc3ccccc3[nH]c2=O)cc1	-1.1	-2	4	0.5
O=C1NC(=S)N/C1=C\c1ccc(Cl)cc1	-0.8	0	1	-0.2
Cc1cccc(-n2cnc3sc4c(c3c2=O)CCCC4)c1	-1.6	-3	-7	-0.1
CCC(=O)N1CCC(c2nc3ccc(Cl)cc3[nH]2)CC1	-0.1	-6	-2	0.0
CN1CC(=O)N(CC(=O)Nc2ccc(Cl)cc2Cl)C1=O	0.8	4	10	0.0
CC1Cc2ccccc2N1C(=O)CN1C(=O)C(=O)N(C2CCCC2)C1=O (configuration not stated)	-0.4	-9	15	-0.3
CCOc1ccc(C(=O)NC(C(=O)NCC(=O)Nc2c(C)cccc2C)C(C)C)cc1 (configuration not stated)	-1.2	-3	4	0.0
CNc1nc(NCCOC23CC4CC(CC(C4)C2)C3)nc(Nc2ccc(OC(F)(F)F)cc2)n1	1.7	0	12	0.3
O=C(Nc1ccccc1)c1ccc(F)c(S(=O)(=O)N2CCOCC2)c1	-1.5	-179	-9	0.2
CN1C(=O)NC(c2cccnc2)C(C(=O)c2cccs2)C1(O)C(F)(F)F (configuration not stated)	2.2	3	-13	0.0
COc1ccc(/C=N\NC(=O)COc2c(C)cccc2C)cc1OC	9.9*	2	-4	-0.2
CCc1ccc(S(=O)(=O)Nc2cc3c(C(=O)OC)c(COC)oc3c3ccccc23)cc1	-1.4	-3	-5	0.0
COc1ccccc1/C=C(\NC(=O)c1ccc(OC)c(OC)c1)C(=O)Nc1cc([N+](=O)[O-])ccc1C	-0.7	7	8	0.0
N#Cc1cnc2c(-c3cccc(Br)c3)cnn2c1N	0.0	-6	-16	0.1
COc1ccc(O)c(C2=Nc3ccccc3N=C(c3ccc(F)cc3)C2)c1	0.7	9	-67	0.1
O=C(Nc1ccccc1)c1cnc(NCCN2CCOCC2)s1	-2.5	-3	1	0.1
CCOc1ccc(S(=O)(=O)NC2CCCC2)c2cccnc12	-0.4	2	3	0.1
Cc1ccc(-n2nnc3c(=O)n(CC(=O)N(C)c4ccccc4)cnc32)cc1C	1.3	6	5	0.2
COCCn1c(=NC(=O)c2ccco2)sc2cc([N+](=O)[O-])ccc21	-0.5	6	-21	0.1
